Bioassay records (PubChem BioAssay)
G6PDH counter: L. mesenteroides G6PDH inhibition counter-screen; Purified L. mesenteroides G6PDH, diaphorase/resazurin coupled fluorescence, 45 min; inhibition, % at 5 µM; 200,000 tested, 0.12% active; AID 1020; in the data active = inhibition above about 50%
APP 5UTR inh: APP translation inhibition. SH-SY5Y APP 5'UTR-luciferase reporter, luminescence. AID 1285. 190,000 tested, 0.82% active. inhibition, % at 2 µM;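 active = inhibition above a set limit, derived from the sample mean plus 3 SD, cut at about 45% in these data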; also: values of inactives mirror those of a sister screen read the other way
TLR4-MyD88 BLA: inhibitors of human TLR4-MyD88 binding; inhibition, % at 8.4 µM; HeLa CL3-4 TLR4/MyD88 BLA complementation, FRET ratio; 200,000 tested, 0.18% active; AID 861; O00206+Q99836; in the data active = inhibition above about 25%;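 also: 0% = vehicle and 100% = reference inhibitor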
Target sequence (O00206 whole entry, looked up): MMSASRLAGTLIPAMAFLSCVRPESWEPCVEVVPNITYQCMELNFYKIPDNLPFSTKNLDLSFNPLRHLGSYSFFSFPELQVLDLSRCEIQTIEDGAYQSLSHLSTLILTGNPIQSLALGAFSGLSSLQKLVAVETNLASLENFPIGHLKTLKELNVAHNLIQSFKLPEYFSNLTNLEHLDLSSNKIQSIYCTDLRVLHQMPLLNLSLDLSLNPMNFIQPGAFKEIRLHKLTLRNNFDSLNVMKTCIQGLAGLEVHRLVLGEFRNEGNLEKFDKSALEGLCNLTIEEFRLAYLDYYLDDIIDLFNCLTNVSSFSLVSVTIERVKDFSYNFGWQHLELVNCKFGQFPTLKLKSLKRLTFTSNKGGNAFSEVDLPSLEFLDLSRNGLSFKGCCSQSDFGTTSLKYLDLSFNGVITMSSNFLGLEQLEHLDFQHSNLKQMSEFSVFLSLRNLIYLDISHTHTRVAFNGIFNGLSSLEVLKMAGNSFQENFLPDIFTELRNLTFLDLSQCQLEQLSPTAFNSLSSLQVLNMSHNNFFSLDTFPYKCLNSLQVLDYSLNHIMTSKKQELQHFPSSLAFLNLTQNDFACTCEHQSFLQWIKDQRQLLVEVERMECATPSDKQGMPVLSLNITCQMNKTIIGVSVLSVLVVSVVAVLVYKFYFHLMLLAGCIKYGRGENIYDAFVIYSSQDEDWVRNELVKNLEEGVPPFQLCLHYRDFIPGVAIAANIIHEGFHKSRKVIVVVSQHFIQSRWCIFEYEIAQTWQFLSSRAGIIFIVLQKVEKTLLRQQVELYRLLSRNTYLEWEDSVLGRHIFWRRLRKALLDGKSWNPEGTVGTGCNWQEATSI
Target sequence (Q99836 whole entry, looked up): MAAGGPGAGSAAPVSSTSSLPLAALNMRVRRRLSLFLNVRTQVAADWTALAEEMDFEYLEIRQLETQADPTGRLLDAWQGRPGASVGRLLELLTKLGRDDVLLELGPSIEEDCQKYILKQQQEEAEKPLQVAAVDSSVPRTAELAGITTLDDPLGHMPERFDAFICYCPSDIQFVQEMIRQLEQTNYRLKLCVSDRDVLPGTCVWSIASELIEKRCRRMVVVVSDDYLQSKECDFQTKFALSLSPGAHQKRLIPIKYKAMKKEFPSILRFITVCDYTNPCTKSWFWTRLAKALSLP
APP 5'UTR act: APP 5'UTR luciferase reporter activation; SH-SY5Y APP 5'UTR luciferase reporter, luminescence; zero percent = DMSO vehicle wells; activation, % at 2 µM; 190,000 tested, 1% active; AID 1276;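 active = activation above a set limit, based on mean plus 3 SD of controls, cut at about 140% in these data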; also: values of inactives mirror those of a sister screen read the other way
Diaphorase inh: diaphorase inhibition or chemical oxidation counter-screen; diaphorase resazurin-to-resorufin fluorescence, NADH, 16 min; bacterial (C. kluyveri) enzyme, not human; inhibition, % at 20 µM; 190,000 tested, 0.69% active;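 active = primary screen inhibition at 20 µM above a set limit, cut at about 50% in these data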;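 also: plate controls were DMSO with full reaction for no effect and wells lacking NADH for full effect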
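material = Clostridium kluyveri diaphorase enzyme | amount = 0.14 U/mL diaphorase, enzyme working solution | schedule = incubation 16 min, room temperature | detection = fluorescence of resorufin formed from resazurin, Ex 544/Em 590 nm | benchmarks = positive control minus NADH, DMSO neutral control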
FLuc act counter: affects firefly luciferase, flagging false hits in luciferase stimulation screens; ATPlite luciferase biochemical, luminescence, 10 min; 0 = ATP-free wells, 1 = DMSO control; activation factor at 10 µM; 200,000 tested, under 10 active; AID 1027;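 active = luciferase activation factor, scaled between plate controls, of at least 2 with compound at 10 µM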
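Assay system: Luciferase/luciferin detection reagent, cell-free biochemical luciferase assay / Also added: ATP substrate / Schedule: 10 min at ambient temperature / Measured by: luminescence measurement of luciferase light output / Benchmarks: low control with PBS replacing ATP, high control enzyme plus ATP without compound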
FLuc inhib CS: Photinus pyralis luciferase inhibition counter-screen. P08659. ATPLite firefly luciferase biochemical luminescence, 10 min. inhibition, % at 10 µM. 200,000 tested, 1.5% active. AID 1006;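 active = inhibition above about 50% when tested at 10 µM, limit read from the data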
NF-kB expr up: NF-kB expression increase, human neuronal cells. 190,000 tested, 1.6% active. NF-kB reporter expression; stronger effect = higher value. fold change at 12.5 µM. AID 1239; in the data active = fold change above about 3.3
STAT1 activator: activators of IFN-gamma induced STAT1 signaling; AID 932; NIH 3T3 STAT1-luciferase reporter, luminescence; 100% = IFN-gamma alone, no compound; activation (% of control), % at 5.5 µM; 200,000 tested, 2.6% active;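 active = activation above the screen-wide mean activation plus 3 SD, cut at about 130% in these data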;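 also: raw ratio to IFN-gamma control signal so 100% means no change and 0% no light; values of inactives mirror those of a sister screen read the other way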
Diaphorase act: activates diaphorase or chemically reduces, flagging diaphorase assay artifacts. AID 1229. 190,000 tested, 0.005% active. activation factor at 20 µM. Diaphorase/resazurin coupled assay, resorufin fluorescence, 16 min; stronger effect = higher value; 1 = vehicle wells, 0 = NADH-free wells;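 active = diaphorase activity raised at least twofold by the compound at 20 µM; inactive = activation factor below 2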
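Material: bacterial diaphorase enzyme (C. kluyveri); amount: enzyme 0.07 U/mL final; reagent: NADH substrate 0.114 mM plus resazurin dye 0.1 mM, final; doses: single compound dose of 20 µM, 1% DMSO final; timing: 16 min enzyme reaction, ambient temperature; measured by: fluorescence of resorufin, 544 nm excitation, 590 nm emission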
Active calls of the source: *; . = not tested or not shown.

1: CN(CC(=O)Nc1ccc(Cl)cc1)CC(=O)Nc1cc(Cl)ccc1C#N
2: CC(Sc1ccsc1[N+](=O)[O-])C(=O)N1CCN(c2ccccn2)CC1 (stereo unspecified)
3: CCOC(=O)c1[nH]c2ccc(OCC)cc2c1NC(=O)CN1CCN(c2ccccc2)CC1
4: N#C/C(=C\c1ccc(-c2ccc([N+](=O)[O-])cc2Br)o1)C(=O)N1CCN(c2ccccc2)CC1
5: O=C(N/N=C/c1ccccc1C(=O)O)C(=O)N1CCCCC1
6: COCCCn1c(-c2ccc(OC)cc2)nc2nc3ccccc3nc21

assay / entry	1	2	3	4	5	6
G6PDH counter	4	1	2	-23	12	1
APP 5UTR inh	-16	-3	-18	-6	-4	-15
TLR4-MyD88 BLA	-3	5	-4	11	1	15
APP 5'UTR act	16	3	18	6	4	15
Diaphorase inh	12	3	28	12	10	-2
FLuc act counter	1	1	1	1.1	1	1.1
FLuc inhib CS	-4	-4	1	-10	-3	-6
NF-kB expr up	0.72	1.2	1.1	1.1	1.1	0.98
STAT1 activator	93	97	103	102	106	108
Diaphorase act	0.9	1	0.7	0.9	0.9	1

7: COC(=O)c1cc(S(=O)(=O)N2CCOCC2)ccc1Sc1ccccc1N
8: O=C(CCCC(=O)N(CC(=O)NC1CCCCC1)Cc1ccc2c(c1)OCO2)Nc1ccccn1
9: CCCSc1nnc(-c2ccccc2NC(=O)CC)c(=O)[nH]1
10: CCC(=O)N=c1sc2ccccc2n1-c1ccccc1
11: CC1(C)CC(NC(=O)COc2ccc([N+](=O)[O-])cc2)CC(C)(C)N1
12: O=C(Nc1ccc(Cl)c(C(F)(F)F)c1)C1CCCN(S(=O)(=O)c2cnc[nH]2)C1 (stereo unspecified)

assay / entry	7	8	9	10	11	12
G6PDH counter	1	-8	-5	15	-2	0
APP 5UTR inh	12	-20	-4	8	-2	.
TLR4-MyD88 BLA	5	-9	-13	-1	0	8
APP 5'UTR act	-12	20	4	-8	2	.
Diaphorase inh	10	0	11	-12	10	8
FLuc act counter	1	1.1	1	1.1	1.1	1.1
FLuc inhib CS	-4	-9	-2	-6	-5	-8
NF-kB expr up	1.1	0.93	1.1	1.3	1.1	0.97
STAT1 activator	104	97	111	102	109	96
Diaphorase act	0.9	1	0.9	1.1	0.9	0.9

13: CCOc1ccccc1OCCCOc1ccc([N+](=O)[O-])cc1Cl
14: CCCOC(=O)c1ccc(Oc2c(-c3ccc(OC)cc3O)n[nH]c2C)cc1
15: CCOC(=O)C1=C(C)NC(=S)NC1c1ccc(C)s1 (stereo unspecified)
16: Cc1ccc(CSc2nc3ccccc3cc2C=O)cc1
17: CCCCc1c(C)c(C#N)c2nc3ccccc3n2c1Cl
18: Cc1nn2cc(-c3ccc(-c4ccccc4)cc3)nc2s1

assay / entry	13	14	15	16	17	18
G6PDH counter	9	4	-8	13	-53	-8
APP 5UTR inh	-22	11	-12	94*	82*	-117
TLR4-MyD88 BLA	0	7	-7	12	-1	-4
APP 5'UTR act	22	-11	12	-94	-82	117
Diaphorase inh	-5	13	10	20	31	12
FLuc act counter	0.9	1	1	1	1	0.8
FLuc inhib CS	11	-4	2	-3	-2	23
NF-kB expr up	2.1	1.4	0.98	2.2	1.7	4.4*
STAT1 activator	99	99	95	101	104	113
Diaphorase act	1	0.9	0.9	0.8	0.7	0.9

Given bar-delimited: three of the compounds above
item | molecule | G6PDH counter | APP 5UTR inh | TLR4-MyD88 BLA | APP 5'UTR act | Diaphorase inh | FLuc act counter | FLuc inhib CS | NF-kB expr up | STAT1 activator | Diaphorase act
4 | N#C/C(=C\c1ccc(-c2ccc([N+](=O)[O-])cc2Br)o1)C(=O)N1CCN(c2ccccc2)CC1 | -23 | -6 | 11 | 6 | 12 | 1.1 | -10 | 1.1 | 102 | 0.9
14 | CCCOC(=O)c1ccc(Oc2c(-c3ccc(OC)cc3O)n[nH]c2C)cc1 | 4 | 11 | 7 | -11 | 13 | 1 | -4 | 1.4 | 99 | 0.9
5 | O=C(N/N=C/c1ccccc1C(=O)O)C(=O)N1CCCCC1 | 12 | -4 | 1 | 4 | 10 | 1 | -3 | 1.1 | 106 | 0.9

(cont.)
19: CN1C(=O)/C(=N\OC(=O)c2ccccc2Cl)c2ccccc21
20: COc1ccc(CNC(=S)NCc2ccc(OC(C)C)cc2)cc1
21: Cc1ccc(NC(=O)/C=C/c2cccc([N+](=O)[O-])c2)nc1
22: CC(CN1CCNCC1)(NS(=O)(=O)c1ccccc1)c1ccccc1 (stereo unspecified)
23: Cc1ccc(C(c2sc3ncnn3c2O)N2CCCCC2)cc1 (stereo unspecified)
24: Cc1ccc(-c2nn(-c3ccccc3)cc2CN(Cc2ccccc2)C(=O)CCC(=O)O)o1

assay / entry	19	20	21	22	23	24
G6PDH counter	1	6	-3	8	9	1
APP 5UTR inh	-9	-2	-8	9	10	-1
TLR4-MyD88 BLA	-1	9	-6	1	-2	-4
APP 5'UTR act	9	2	8	-9	-10	1
Diaphorase inh	28	10	7	8	7	24
FLuc act counter	1	1	1	1.1	1	1
FLuc inhib CS	0	-2	-4	-5	-4	-4
NF-kB expr up	1.2	1.2	1	1.5	0.87	0.92
STAT1 activator	100	99	113	97	100	104
Diaphorase act	0.7	0.9	0.9	0.9	0.9	0.8

25: COc1ccccc1NC(=O)CN1CCN(c2ccccn2)CC1
26: COc1cccc(C(=O)CN2C3=NCCCN3c3ccccc32)c1
27: CCOC(=O)Cc1c(C)nc2c(C#N)c(C)nn2c1C
28: CCCCCn1c(CNC(C)=O)nc2ccccc21
29: CCN(CC)CCNc1nc2ccccc2n1C
30: CC(CCc1ccccc1)NCC(O)c1ccc(O)c(C(N)=O)c1 (stereo unspecified)

assay / entry	25	26	27	28	29	30
G6PDH counter	3	2	-17	2	1	11
APP 5UTR inh	2	-13	-2	-7	-10	-10
TLR4-MyD88 BLA	-7	20	-5	-6	-1	5
APP 5'UTR act	-2	13	2	7	10	10
Diaphorase inh	-1	10	14	10	6	10
FLuc act counter	1.1	1.1	1	1.1	1.1	1
FLuc inhib CS	-5	-10	1	-6	-5	-3
NF-kB expr up	0.93	0.85	0.98	0.86	0.92	0.97
STAT1 activator	105	87	103	101	97	100
Diaphorase act	1	0.9	0.9	0.9	0.9	0.9

31: CC(C)CCN(C(=S)Nc1cccc(F)c1)C(C)c1cccs1 (stereo unspecified)
32: COc1ccc(C2C(C#N)C(C#N)N3CCCN23)cc1 (stereo unspecified)
33: CC1=C(C(N)=O)C(c2ccncc2)n2nc(-c3ccccc3Cl)nc2N1 (stereo unspecified)
34: CCOC(=O)c1c(Cc2ccc(Cl)cc2)c[nH]c1C
35: CC(C)(C)N1C(=O)Cc2c1nc(N)c1c(N)nc(N3CCCCC3CO)c(C#N)c21 (stereo unspecified)
36: Cc1cc(-c2ccco2)n2c(nc3ccccc32)c1C#N

assay / entry	31	32	33	34	35	36
G6PDH counter	4	5	-11	-17	46	5
APP 5UTR inh	-11	11	6	-29	17	8
TLR4-MyD88 BLA	1	-12	-9	-2	2	1
APP 5'UTR act	11	-11	-6	29	-17	-8
Diaphorase inh	13	11	9	20	56*	12
FLuc act counter	1	1.1	1	1	0.8	1
FLuc inhib CS	-1	-5	-4	-5	21	-2
NF-kB expr up	0.85	1.1	1	2.2	0.45	0.8
STAT1 activator	99	101	105	124	109	102
Diaphorase act	0.9	0.9	0.9	0.8	0.4	0.9

Single records, as listed above. Screens in order: G6PDH counter | APP 5UTR inh | TLR4-MyD88 BLA | APP 5'UTR act | Diaphorase inh | FLuc act counter | FLuc inhib CS | NF-kB expr up | STAT1 activator | Diaphorase act
COc1ccc(C2C(C#N)C(C#N)N3CCCN23)cc1 (stereo unspecified) in the list: 5 | 11 | -12 | -11 | 11 | 1.1 | -5 | 1.1 | 101 | 0.9
CC1=C(C(N)=O)C(c2ccncc2)n2nc(-c3ccccc3Cl)nc2N1 (stereo unspecified) in the list: -11 | 6 | -9 | -6 | 9 | 1 | -4 | 1 | 105 | 0.9

Continued:
37: O=C(CCSCCc1ccccn1)Nc1cccc([N+](=O)[O-])c1
38: CCOc1ccc(NC(=S)N2CCC(c3nc4ccccc4[nH]3)CC2)cc1
39: Fc1ccc(Cn2cccc2C2=NC(c3ccccc3)CO2)cc1 (stereo unspecified)
40: C/C(=N\NC(=O)CC1N=C(Cc2ccccc2)NNC1=O)c1ccc(C)cc1 (stereo unspecified)
41: CCOC(=O)CC(c1ccc(N)cc1)n1c(C)ccc1C (stereo unspecified)
42: Cc1nc2ccccc2c2oc(C(=O)NCCN3CCCCC3C)cc12 (stereo unspecified)

assay / entry	37	38	39	40	41	42
G6PDH counter	0	18	4	1	5	-60
APP 5UTR inh	-13	21	-32	5	4	6
TLR4-MyD88 BLA	14	-5	-2	7	2	2
APP 5'UTR act	13	-21	32	-5	-4	-6
Diaphorase inh	2	17	19	1	1	-4
FLuc act counter	1	1	1	1.1	1.1	1.1
FLuc inhib CS	-4	-3	1	-6	-8	-8
NF-kB expr up	1.6	0.77	1.4	0.91	1.1	0.51
STAT1 activator	97	98	111	106	103	98
Diaphorase act	1	0.8	0.8	1	1	1

43: COc1ccc(/C=C(/NC(=O)c2ccc([N+](=O)[O-])cc2)C(=O)NCCCN(C)C)cc1
44: Cc1cccc(NC(=O)c2ccc3c(Cl)c4c(nc3c2)CCCC4)n1
45: CCOc1ccccc1Nc1nnc(SCC(=O)Nc2cccc(S(=O)(=O)NC3=NCCCCC3)c2)s1
46: O=C(/C(C=Nc1ccc(Br)cc1)=C(/O)c1ccco1)C(F)(F)F

assay / entry	43	44	45	46
G6PDH counter	0	-5	-1	-18
APP 5UTR inh	-3	-160	-30	-171
TLR4-MyD88 BLA	-3	2	-4	-13
APP 5'UTR act	3	160*	30	171*
Diaphorase inh	8	16	18	15
FLuc act counter	1	0.2	1	0.3
FLuc inhib CS	-4	81*	-3	66*
NF-kB expr up	0.92	0.77	0.68	5.7*
STAT1 activator	105	145*	100	166*
Diaphorase act	0.9	0.8	0.8	0.9
